# Screening data deposited in PubChem BioAssay by several laboratories.
# SKKanGAS inh – blocks kanamycin growth of S. pyogenes SKKanGAS strain; BacTiter-Glo, 6 h; inhibition, % at 7.5 µM; 1.3% of 300,000 active; AID 1662;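 active = mean replicate score, as percent of positive control median, at least 50; inconclusive = mean below 50 but one replicate at or above 50; inactive = mean and every replicate below 50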;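 note: strain carries kanamycin resistance gene driven by streptokinase promoter and grows in 40 µg/ml kanamycin; loss of luminescence reflects streptokinase promoter inhibition or plain growth inhibition; 0% = median of DMSO wells and 100% = positive control at its reference dose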
# KLF5 inh – kruppel-like factor 5 inhibition. DLD-1 KLF5 promoter-luciferase reporter, luminescence. inhibition, % at 5 µM. 0.23% of 290,000 active. AID 1700;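 active = inhibition above a per-plate limit of that plate's mean compound inhibition plus 3 SD, cut at about 60% in these data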;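 note: 0% = DMSO wells and 100% = LY294002 at 200 µM; higher means less KLF5 promoter-driven luciferase light; inactives centre near -14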
# IEC-6 tox – IEC-6 cytotoxicity, counter-screen for KLF5 inhibitors | luminescence viability | inhibition, % at 5 µM | 0.78% of 290,000 active; in the data active = inhibition above about 22%;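 note: 0% = plate median of test compound wells and 100% = cytotoxic reference compound wells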
# HIF act – HIF pathway transcriptional activation. activation, % at 7.5 µM (by protocol). U2OS HRE-luciferase reporter, luminescence; normalized: DMSO 0%, desferrioxamine 100%. 0.32% of 300,000 active;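 active = mean activation of at least 10% of the iron chelator positive control signal, with at least half of replicates also reaching 10%; inconclusive = mean and replicate majority disagree about reaching 10%; inactive = mean and most replicates under 10%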
# HSF1 activator – increases HSF-1 driven luciferase reporter signal. AID 504408. 1.7% of 300,000 active. activation, % at 9 µM. NIH3T3-HGL HSF-1 luciferase reporter, MG132, 8 h; 100% = twice DMSO control signal;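 active = mean replicate activation of at least 50% with a set share of replicates each reaching 50%; inconclusive = only one of those two conditions met; inactive = mean below 50% and too few replicates reaching it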;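 note: 0% = median of the neutral control wells and 100% = twice that signal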
# HSF1 inh – HSF1 inhibition; activity change, negative = inhibition, % at 7.5 µM (by protocol); NIH3T3-HGL HSE-luciferase, MG132-induced, luminescence 8 h; stronger effect = lower value; 0.77% of 300,000 active;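 active = more than half of replicate wells show activity change below -50%, luminescence cut by over half; inconclusive = some wells, but at most half, below -50%; inactive = no replicate well below -50%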;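 note: luciferase reports HSF-1 transcriptional activity via heat shock element; 0% = median of DMSO wells and -100% = zero luminescence signal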
# HSP90 inh – blocks HSP90-mediated luciferase refolding in reticulocyte lysate. Rabbit reticulocyte lysate, luciferase refolding luminescence, 3 h. inhibition, % at 5.6 µM. 0.91% of 290,000 active;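 active = inhibition above the screen-wide mean plus 3 SD, computed separately per campaign, cut at about 16% in these data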;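 note: 0% = DMSO wells and 100% = 60 µM geldanamycin wells; inhibitors lower the luminescence because luciferase stays unfolded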
# aSyn UTR inh – MLPCN primary screen, SNCA 5' untranslated region | alpha-synuclein 5'UTR reporter, inhibitor activity | inhibition, % (tested at 7.5 µM) | 0.82% of 300,000 active | AID 1813; in the data active = inhibition above about 60%; inconclusive = no clear call, values can overlap the other calls;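 note: H4 neuroglioblastoma cells stably carrying SNCA 5'UTR luciferase fusion; 0% = DMSO wells and 100% = positive control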
# Platelet DG rel – platelet dense granule release activity | human platelet-rich plasma, SFLLRN dense granule ATP release, luminescence | inhibition, %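 (compounds screened at 7.5 µM in platelet-rich plasma)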 | 0.22% of 300,000 active;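 active = mean replicate score, as percent of positive control, at or above 50; inconclusive = mean below 50 but at least one replicate at or above 50; inactive = mean and every replicate below 50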
# AI-2 QS mod – Vibrio harveyi AI-2 quorum sensing modulation; Vibrio harveyi JMH597 AI-2 luminescence/OD600 ratio, 9 h; stronger effect = lower value; strain lacks LuxN and CqsS sensors; 0 = neutral-control median; activity change, % at 7.5 µM; 0.4% of 300,000 active; in the data active = activity change below about -75%, passing the limit was not always enough; inconclusive = no clear call, values can overlap the other calls;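 note: luminescence divided by OD600 gain over 9 h not by final OD600 alone; inactives centre near 13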
# * marks the source's active call; other numbers are inactive results; ? = inconclusive; . = not tested or not shown. Not a hit list; about 6% have a hit in one of these screens.
SMILES,SKKanGAS inh,KLF5 inh,IEC-6 tox,HIF act,HSF1 activator,HSF1 inh,HSP90 inh,aSyn UTR inh,Platelet DG rel,AI-2 QS mod
CNc1cc(C(F)(F)F)nc(-c2ccccn2)n1,21,-26,-4,-0.5,-17,1,1,5,-5,14
CCN(CC)C(=O)CSc1nc(O)cc(=O)n1-c1ccccc1OC,9,-40,2,-0.5,8,-5,1,27,23,18
Cc1cc(C)n(-c2ccc(NC(=O)C3CCN(Cc4cnc(C)s4)CC3)cc2)n1,-5,-21,3,0.2,-6,0,-3,25,-1,22
O=S(=O)(Nc1ccc(-c2cn3c(n2)SCC3)cc1)c1cccs1,16,-34,4,0.0,1,3,1,-3,5,11
Cc1ccc(CNC(=O)CCn2cc(-c3ccc(C)cc3)nc2-c2ccncc2)cc1,2,-14,0,-0.2,-11,1,-6,21,-3,4
Cc1ccc(NC(=O)CN(C)C2CCCCC2)cc1Br,0,-3,1,-0.9,1,2,-2,-1,-3,6
COc1ccc(NC(=O)Cn2c(=O)c(C)nc3ccccc32)cc1Cl,-9,-21,-2,0.2,14,5,-1,34,-9,1
O=C(O)c1ccc(NC(=O)C2(c3ccccc3)CCOCC2)cc1,0,-13,2,0.5,40,9,2,-15,-15,-7
CC1CN(Cc2nc3c(c(=O)n(C)c(=O)n3C)n2CCCO)CC(C)O1 (stereo unspecified),2,-20,0,-0.3,-9,-9,2,3,1,33
COC(=O)c1ccc(OC(=O)c2cccs2)cc1,-10,-11,6,-0.2,0,-5,-2,-6,5,13
Cc1ccccc1N1CC(C(=O)N2CC(C)OC(C)C2)CC1=O (stereo unspecified),2,19,-4,0.8,-17,-8,-4,2,-2,5
CCOc1ccc(NS(=O)(=O)c2ccc(C)c(C(=O)NCCCn3ccnc3)c2)cc1,7,-23,-3,-0.3,-1,-9,9,14,1,20
O=C(CN1N=C(c2ccccc2)CCC1=O)NCCCN1CCc2ccccc2C1,-2,2,-1,-0.1,0,-4,0,-1,12,20
CNCCOc1ccccc1-c1ccccc1,-1,-7,-2,-3.0,5,-12,-2,-16,.,35
COc1ccccc1N1CC(C)(C)C(=O)N(C(=O)c2ccc(C)cc2)C1=S,2,-11,0,1.3,2,6,3,-34,-3,16
COc1ccc(C(=O)c2c(-c3ccc(OC)cc3)oc3ccc(-c4ccc(OC)nc4)cc23)cc1,-14,.,.,-1.0,-15,3,.,12,-5,1
O=C(CN1CCOc2ccccc21)NC1CC1,2,-59,-10,-0.3,14,1,3,-8,-3,7
CC(C)c1ccc(NC2CCCN(C(=O)CN3C(=O)CSC3=O)C2)cc1 (stereo unspecified),2,-2,-4,0.0,-3,-2,0,1,-9,23
CC(OC(=O)c1ccc(-c2ccc([N+](=O)[O-])cc2)o1)C(=O)NC(N)=O (stereo unspecified),6,-13,-2,0.6,17,6,4,8,1,-3
Cc1c2cnn(CC(=O)O)c(=O)c2c(C)n1Cc1ccccc1,0,-47,-3,-0.1,-19,-5,-2,12,-4,6
Cc1ccc2nc(-c3ccncc3)cc(C(=O)Nc3ccc(OC(F)F)cc3)c2c1,-2,-14,-4,-2.5,43,29,2,68*,-15,11
COc1ccc(/C=C2/C(=N)N3C(=NC2=O)Sc2cc(S(C)(=O)=O)ccc23)cc1OC,-4,-8,-8,-0.1,5,-2,-5,-3,1,15
Cc1ccc(CNC(=O)C(=O)NCC2CCCN2S(=O)(=O)c2cccs2)cc1 (stereo unspecified),-4,.,.,-0.3,1,-8,.,14,15,19
O=C(CSc1nc(CCC2CCCC2)nc2ccccc12)NCc1ccc2c(c1)OCO2,-7,-28,-4,-1.0,29,29,2,9,12,10
COc1ccccc1NC(=O)C[n+]1ccccc1,28,2,4,0.1,7,-6,0,34,1,21
O=C(NCCO)/C(=C\c1ccco1)NC(=O)c1ccco1,-1,-56,-1,0.3,-3,0,-5,10,13,11
Cc1cc(C)c(NC(=O)CSc2nnc(SCC(=O)Nc3c(C)cc(C)cc3C)n2N)c(C)c1,4,-41,-10,-0.3,11,9,1,15,23,45
CCN(CC)S(=O)(=O)c1cccc(-c2cn3cccnc3n2)c1,8,-9,-1,-0.2,-10,-2,-1,4,-4,36
Cc1ccnc(SCC(=O)N2CCc3ccccc3C2)n1,-7,-4,-3,-0.1,6,0,-2,-16,7,22
COc1ccc(NC(=S)N2CCC(c3nc4ccc(Cl)cc4[nH]3)CC2)c(OC)c1,8,-26,0,0.2,-60,?,-1,21,-4,11
Cc1ccc(-c2csc3nc(=O)c(C)nn23)cc1,-6,.,.,-0.3,32,3,.,-17,-3,-3
Cc1ccc(NC(=O)CN(c2cc(C)cc(C)c2)S(=O)(=O)c2c(C)noc2C)nc1,2,-16,6,.,8,5,1,-6,17,18
Cc1onc(-c2c(Cl)cccc2Cl)c1C(=O)N1CCN(c2ccc(F)cc2)CC1,11,0,7,0.2,-1,1,3,24,1,15
COc1cc2c(cc1OC)CN(C(=O)c1cccc([N+](=O)[O-])c1)CC2,2,-32,-7,-0.4,-3,-2,-1,-23,-7,15
COc1ccc(-n2c(N)c(Br)c(=O)[nH]c2=O)cc1,0,-10,3,-0.3,-10,-7,1,11,-1,15
CCN(CC)S(=O)(=O)c1ccc2nc(CSc3nnnn3-c3ccc(O)cc3)[nH]c2c1,-7,-14,-2,0.0,17,-1,1,-8,6,4
C=CCOc1ccc(C2C(C#N)=C(N)N(N(C)C)C3=C2C(=O)CCC3)cc1 (stereo unspecified),5,-29,-2,0.3,-8,3,-1,-3,9,4
O=c1ccc2c([nH]1)CCCCCCCCCC2,2,-20,-1,-2.1,8,5,-1,21,-1,27
COc1cc(C(=O)OCC(=O)N2CCCCC2C)cc(NC(=O)c2cccs2)c1OC (stereo unspecified),1,-15,-7,-0.7,0,-10,0,40,-10,25
CC(C)(C)OC(=O)CNC(=O)c1[nH]cnc1C(=O)Nc1ccc(Cl)cc1,9,.,.,-0.4,-3,8,.,36,-2,6
CCOC(=O)c1c(NC(=O)CN2C(=O)CN(C)C2=O)sc(C)c1C,4,-7,5,-0.3,.,.,-2,23,-3,11
O=C(NNC(=S)Nc1ccccc1Cl)c1ccccc1Cl,1,-168,0,3.7,37,25,0,-54,-1,14
Cc1ccc(-n2c(Cc3ccccc3)n[nH]c2=S)c(C)c1,-7,2,-2,-0.4,7,0,3,8,2,11
Cc1ccc2c(c1)cc(CN(Cc1cccnc1)C(=O)NCc1ccccc1)c1nnnn12,2,-22,-1,-0.2,-14,-6,-1,19,0,20
O=C(Nc1ccc2oc(-c3ccccc3)nc2c1)c1ccccc1F,10,-33,-3,-49,47,24,-1,-257,-7,10
Cc1ccccc1-n1c(SCC(=O)NCC2CCCO2)nc2c([nH]c3ccccc32)c1=O (stereo unspecified),13,-31,-1,-0.4,-17,-15,-4,4,-5,16
CCCCN(C)CCCNC(=O)CN1C(=O)COc2ccc(S(=O)(=O)N3CCOCC3)cc21,0,-18,-5,0.3,2,-3,6,-13,-4,14
Cc1ccc(C)c(NC(=O)CSc2nnc(-c3ccccc3C)o2)c1,6,-5,-2,0.4,-17,0,-1,-21,-1,7
Cc1c(C(=O)OC2CCCC2C)[nH]c2c1C(=O)CCC2 (stereo unspecified),-1,-18,1,3.0,23,24,-2,-92,0,21
CCn1c(=O)n(CC)c2cc(N3CCCC3)c(NC(=O)c3cccc(OC)c3)cc21,0,-32,7,0.1,-6,-1,-2,8,11,36

# An excerpt from above in order of the HSF1 activator value, largest number first.
molecule	HSF1 activator
O=C(NNC(=S)Nc1ccccc1Cl)c1ccccc1Cl	37
Cc1ccc(-n2c(Cc3ccccc3)n[nH]c2=S)c(C)c1	7
Cc1ccc2c(c1)cc(CN(Cc1cccnc1)C(=O)NCc1ccccc1)c1nnnn12	-14
Cc1ccccc1-n1c(SCC(=O)NCC2CCCO2)nc2c([nH]c3ccccc32)c1=O (stereo unspecified)	-17

# (cont.)
SMILES,SKKanGAS inh,KLF5 inh,IEC-6 tox,HIF act,HSF1 activator,HSF1 inh,HSP90 inh,aSyn UTR inh,Platelet DG rel,AI-2 QS mod
Cn1c(SCC(=O)O)nc2ccccc2c1=O,4,-23,-4,0.1,-8,-2,-4,9,1,20
CCCc1cc(C(=O)Nc2ccc(F)c(Cl)c2)no1,3,-77,3,0.4,23,17,5,-14,6,-82*
COc1cccc(CN2CCNC(=O)C2CC(=O)NCCc2ccccn2)c1 (stereo unspecified),7,-25,5,-0.1,6,-2,-3,-6,1,10
C/C(=N\Nc1ccc(F)cc1F)c1ccc(Br)s1,19,9,10,0.5,10,7,-1,-81,5,15
CC1CCN(C(=O)C2CCC(CNS(=O)(=O)c3cccc4cccnc34)CC2)CC1 (stereo unspecified),-4,6,0,.,0,-4,0,19,19,29
O=S1(=O)CCC(NC(=S)N2CCCCCC2)C1 (stereo unspecified),-6,-31,-3,-18,8,-5,-2,-10,13,19
Cc1nn(Cc2ccc(Cl)cc2)c2sc(C(=O)OCC(N)=O)cc12,-2,-17,2,-0.4,-44,-34,0,38,2,-2
Cn1c(Nc2ccccc2)cc(=O)n(C)c1=O,0,-14,2,-13,-3,2,1,-10,-7,9
CCN(CC)Cc1cc(C(C)=O)ccc1O,-5,12,-6,-0.2,19,2,-4,-21,-12,14
O=C(CCCSc1nnc(SCCCC(=O)c2ccc(F)cc2)s1)c1ccc(F)cc1,-2,12,6,-0.2,-13,-3,4,4,-6,18
Cc1ccc(-c2nc3c(=O)n(-c4ccccc4)c4c(c(=O)n(C)c(=O)n4C)c3o2)cc1,15,-2,4,0.5,28,18,4,-30,7,9
CC(=O)Nc1ccc(S(=O)(=O)N2CCC(NC(=O)c3ccco3)CC2)cc1,-2,-21,1,-0.7,3,2,-2,1,-2,17
COc1ccc(C)cc1Nc1nc(C)nc2c1oc1ccccc12,-3,-34,34*,-2.8,-12,-6,-1,20,3,18
COc1cccc(/C=C/C(=O)Oc2ccc(C(=O)c3ccc(F)cc3)cc2)c1,0,13,3,-0.1,8,-4,2,-17,7,36
COc1ccc(C(=O)N(c2ccccn2)C2CCCCC2)c(OC)c1,-1,7,2,-1.2,2,-9,2,0,-2,-2
Cc1nnsc1C(=O)NC1CCCc2c1cnn2-c1cc(F)cc(F)c1 (stereo unspecified),-9,-30,4,0.1,-1,-7,0,-4,-5,8

# Record cards, as listed above. Order of screens: SKKanGAS inh, KLF5 inh, IEC-6 tox, HIF act, HSF1 activator, HSF1 inh, HSP90 inh, aSyn UTR inh, Platelet DG rel, AI-2 QS mod
# Record of COc1cccc(/C=C/C(=O)Oc2ccc(C(=O)c3ccc(F)cc3)cc2)c1 → 0, 13, 3, -0.1, 8, -4, 2, -17, 7, 36
# Record of Cc1nnsc1C(=O)NC1CCCc2c1cnn2-c1cc(F)cc(F)c1 (stereo unspecified) → -9, -30, 4, 0.1, -1, -7, 0, -4, -5, 8
# Record of CC(=O)Nc1ccc(S(=O)(=O)N2CCC(NC(=O)c3ccco3)CC2)cc1 → -2, -21, 1, -0.7, 3, 2, -2, 1, -2, 17
